Growth percent in the NCI-60 one-dose screen (48 h, 10 µM unless noted): 100 = growth as untreated, 0 = no growth, -100 = all killed.
HOP-62 – HOP-62 NSCLC | 80,000 compounds, 3.9% hits | AID 1794735
EKVX – EKVX NSCLC. 71,000 compounds, 3% hits
RPMI-8226 – RPMI-8226 leukemia cells | 77,000 compounds, 7.5% hits | AID 1794781
HOP-92 – HOP-92 NSCLC cells; AID 1794738; 71,000 compounds, 6.3% hits
A549/ATCC – A549/ATCC NSCLC; 81,000 compounds, 3.7% hits; AID 1794740
MDA-MB-435 – MDA-MB-435 melanoma | 82,000 compounds, 7.8% hits | AID 1794794
CCRF-CEM – CCRF-CEM leukemia; 77,000 compounds, 7% hits; AID 1794778
M14 – M14 melanoma. 80,000 compounds, 6.2% hits
An asterisk follows results filed as active; . = not tested or not shown; [ ] = another dose, or the depositor's remark. The calls were made as follows: active = growth percent below 10; inactive = the rest.

The first 7 entries (preview)
1	O=[N+]([O-])c1ccc2c(c1)S(=O)c1cc([N+](=O)[O-])ccc1N2
2	NC(Cc1cccs1)C(=O)O (stereo not drawn)
3	COc1cc(/C=C2\C(=O)N(C[C@@H](O)CN[C@H](C(=O)O)C(C)C)c3ccccc32)cc(OC)c1OC
4	Cc1cc(C(=O)Nc2ncc(Cc3ccccc3)s2)c(C)o1
5	CO/N=C1\CCc2c(sc(NC(=O)c3cccc(C(F)(F)F)c3)c2C(N)=O)C1
6	CC[C@@](C)(NC(=O)C(C)(C)NC(=O)[C@@H](NC(=O)[C@@H]1CCCN1C(=O)C(C)(C)NC(=O)[C@H](CC(C)C)NC(=O)CNC(=O)C(C)(C)NC(=O)[C@@H](NC(=O)C(C)(C)NC(=O)[C@H](CCC(N)=O)NC(=O)[C@H](C)NC(=O)C(C)(C)NC(=O)[C@H](C)NC(=O)C(C)(C)NC(=O)[C@H](C)NC(=O)C(C)(C)NC(C)=O)C(C)C)C(C)C)C(=O)N[C@@H](CCC(N)=O)C(=O)N[C@@H](CCC(N)=O)C(=O)N[C@H](CO)CC1CCCCC1
7	Cc1cc(C(=O)c2ccccc2Cl)ccc1O

Compound	1	2	3	4	5	6	7
HOP-62	67	90	104	87	-0.2*	47[5 µM]	107
EKVX	112	74	86	60	31	66[5 µM]	120
RPMI-8226	103	160	49	75	35	-16*[5 µM]	103
HOP-92	.	152	75	81	-13*	-17*[5 µM]	66
A549/ATCC	.	108	81	52	-9.6*	48[5 µM]	91
MDA-MB-435	106	95	92	58	49	12[5 µM]	116
CCRF-CEM	99	117	78	83	68	27[5 µM]	103
M14	92	105	97	46	48	58[5 µM]	99

Results, from the start:
1	O=[N+]([O-])c1ccc2c(c1)S(=O)c1cc([N+](=O)[O-])ccc1N2
2	NC(Cc1cccs1)C(=O)O (stereo not drawn)
3	COc1cc(/C=C2\C(=O)N(C[C@@H](O)CN[C@H](C(=O)O)C(C)C)c3ccccc32)cc(OC)c1OC
4	Cc1cc(C(=O)Nc2ncc(Cc3ccccc3)s2)c(C)o1
5	CO/N=C1\CCc2c(sc(NC(=O)c3cccc(C(F)(F)F)c3)c2C(N)=O)C1
6	CC[C@@](C)(NC(=O)C(C)(C)NC(=O)[C@@H](NC(=O)[C@@H]1CCCN1C(=O)C(C)(C)NC(=O)[C@H](CC(C)C)NC(=O)CNC(=O)C(C)(C)NC(=O)[C@@H](NC(=O)C(C)(C)NC(=O)[C@H](CCC(N)=O)NC(=O)[C@H](C)NC(=O)C(C)(C)NC(=O)[C@H](C)NC(=O)C(C)(C)NC(=O)[C@H](C)NC(=O)C(C)(C)NC(C)=O)C(C)C)C(C)C)C(=O)N[C@@H](CCC(N)=O)C(=O)N[C@@H](CCC(N)=O)C(=O)N[C@H](CO)CC1CCCCC1
7	Cc1cc(C(=O)c2ccccc2Cl)ccc1O
8	COc1cc(-c2nc3ccc(-c4nnc(SCC(=O)Nc5ccc(Br)cc5)o4)cc3[nH]2)cc(OC)c1OC

Compound	1	2	3	4	5	6	7	8
HOP-62	67	90	104	87	-0.2*	47[5 µM]	107	97
EKVX	112	74	86	60	31	66[5 µM]	120	95
RPMI-8226	103	160	49	75	35	-16*[5 µM]	103	70
HOP-92	.	152	75	81	-13*	-17*[5 µM]	66	115
A549/ATCC	.	108	81	52	-9.6*	48[5 µM]	91	96
MDA-MB-435	106	95	92	58	49	12[5 µM]	116	99
CCRF-CEM	99	117	78	83	68	27[5 µM]	103	70
M14	92	105	97	46	48	58[5 µM]	99	101

9	CC(=O)C1=C(C)Nc2nc3ccccc3n2C1c1ccc2c(c1)OCO2 (stereo not drawn)
10	CC(=O)OC1CC2CCC1(C)C2(C)C (stereo not drawn)
11	COc1ccc(C(=O)c2cc3c(N)c(C(=O)Nc4ccc(Br)cc4)sc3nc2C)cc1
12	COc1cc(C(=O)/C=C/c2cc(C(=O)c3cc(OC)c(OC)c(OC)c3)ccc2OC)ccc1N
13	C=CCNC(=O)CC(C)(C)C
14	N#CC1=C(/N=C/c2ccccc2)Oc2c(ccc3ccccc23)C1c1ccc(Cl)cc1 (stereo not drawn)
15	O=S1(=O)NCCN1CCNc1nccc(-c2c(-c3cccc(O)c3)nc3sccn23)n1
16	O=c1[nH]c(NCc2nnnn2-c2cccc(Br)c2)nc2sc3c(c12)CCCC3

Compound	9	10	11	12	13	14	15	16
HOP-62	95	.	21	43	.	88	115	95
EKVX	110	102	83	.	103	79	111	98
RPMI-8226	96	108	77	-9.9*	111	101	102	86
HOP-92	91	84	66	46	93	91	.	78
A549/ATCC	99	101	79	18	111	112	106	72
MDA-MB-435	93	96	64	2.5*	103	103	35	100
CCRF-CEM	95	-45*	89	-11*	106	104	88	86
M14	105	106	74	-53*	111	114	21	.

17	O=C(CSc1nc2ccc([N+](=O)[O-])cc2[nH]1)Nc1ccc(F)cc1
18	Cc1ccc(-c2c3c(C)nn(-c4ccccc4)c3nc3nc(C)[nH]c(=O)c23)cc1
19	Cc1nc(C#N)c(N2CCC(c3nc(Cc4ccc(Cl)cc4)no3)CC2)o1
20	CC1CCCCN1CCOc1cc([N+](=O)[O-])ccc1C#N (stereo not drawn)
21	O=C(COc1ccc(/C=C2\Oc3ccccc3C2=O)cc1)c1ccc([N+](=O)[O-])cc1
22	CCOC(=O)c1[nH]cc(C(=O)c2ccc(OC)cc2)c1-c1ccc(OC)cc1
23	CC(CCCO)Nc1ccnc2cc(Cl)ccc12 (stereo not drawn)
24	NCCC(=O)CN

Compound	17	18	19	20	21	22	23	24
HOP-62	105	103	103	93	93	86	105	111
EKVX	56	.	89	103	109	91	100	.
RPMI-8226	24	93	101	100	115	70	.	104
HOP-92	-6.8*	70	89	110	94	100	.	116
A549/ATCC	58	91	109	87	93	81	97	95
MDA-MB-435	53	100	106	90	116	105	106	103
CCRF-CEM	53	.	104	92	.	86	.	.
M14	60	104	98	100	112	106	111	110

25	O=C(NNC(=O)c1cccc(F)c1)c1ccccc1
26	COc1cc(-c2cc(-c3ccc(Cl)cc3)[nH]c(=S)c2C#N)cc(OC)c1OC
27	Cc1ccc(NC(=O)CN2CCN(c3ncnc4c3cnn4-c3ccccc3)CC2)cc1
28	CCN(CC)c1ccc(/C=C2\Oc3ccc(O)c(I)c3C2=O)cc1
29	OC(Cc1nccc2ccccc12)(c1ccccc1)c1ccccc1
30	CCN(CCN(C)C)C(=O)CNCc1cc(C(N)=O)ccn1
31	CC(=O)O[C@@H]1CC[C@@]2(C)[C@H](CC[C@@H]3[C@@H]2CC[C@]2(C)[C@@H]([C@H](C)CC=C(c4ccccc4)c4ccccc4)CC[C@@H]32)C1
32	COc1cc(C)c2cc(Cc3ccccc3)ccc2n1

Compound	25	26	27	28	29	30	31	32
HOP-62	115	83	96	78	105	87	104	93
EKVX	118	69	81	73	89	104	106	115
RPMI-8226	100	66	76	32	104	96	107	109
HOP-92	76	66	91	82	89	87	.	.
A549/ATCC	95	66	89	46	105	72	113	105
MDA-MB-435	110	91	94	17	100	110	108	114
CCRF-CEM	88	85	78	13	119	94	108	100
M14	104	86	100	29	108	103	104	106

33	CC[C@]1(C#N)C(=O)[C@@](CO[Si](C)(C)C)(O[Si](C)(C)C)[C@H]2[C@H]1N(C(c1ccccc1)c1ccccc1)C(=O)C(=O)N2c1cccc(C2(C)OCC(C)(C)CO2)c1
34	CNc1nc(C)c(-c2nc(Nc3cccc(S(N)(=O)=O)c3)ncc2F)s1
35	C[N+]1(Cc2ccc([N+](=O)[O-])cc2)CCC(CCC2CC[N+](C)(Cc3ccc([N+](=O)[O-])cc3)CC2)CC1 (stereo not drawn)
36	O=C(NCn1c(=O)[nH]c2ccccc2c1=O)Nc1ccccn1
37	CC(C)=C[C@@H]1C[C@H](O)Cc2c(C)cc(C)cc2N1
38	O=c1cc(CSc2nnc(-c3ccc(F)cc3)o2)c2ccc3ccccc3c2o1
39	CCOC(=O)CCCn1c(C)c(C)c2c1N=C(SC)N1CC(=O)N=C21
40	C[C@H]1[C@H](C)CC[C@]2(C(=O)O)CC[C@]3(C)C(=CC[C@@H]4[C@@]5(C)Cc6c([nH]c7ccccc67)C(C)(C)[C@@H]5CC[C@]43C)[C@H]12

Compound	33	34	35	36	37	38	39	40
HOP-62	97	3.2*	83	102	93	75	112	80
EKVX	103	4.4*	92	84	107	89	104	70
RPMI-8226	101	2.6*	112	95	106	101	95	64
HOP-92	102	38	98	98	.	92	89	107
A549/ATCC	97	3.8*	90	108	102	86	102	43
MDA-MB-435	98	18	106	95	110	106	122	101
CCRF-CEM	99	-2.7*	104	102	107	112	100	62
M14	96	-3.2*	99	97	103	103	106	96

41	COc1cc2c(cc1OCCCN1CCN(CCCOc3cc4c(cc3OC)C(=O)N3CC(F)(F)C[C@H]3C=N4)CC1)N=C[C@@H]1CC(F)(F)CN1C2=O
42	Cc1cc(O)c(/C=N/C(=S)NCc2ccccc2)c(=O)o1
43	Cc1[nH]c(C(=O)Nc2ccccc2OC2CCNCC2)c(Cl)c1Cl
44	CCCCCCCCN(CCCCCCCC)C(C)C(O)c1ccc2cc(Br)c3ccccc3c2c1 (stereo not drawn)
45	O=S(=O)(NCCCNc1nccc(-n2cnc3ccccc32)n1)c1ccccc1
46	COc1cccc(-c2nc3ccc(C(=O)NN4C(=O)c5ccc(C(=O)O)cc5C4=O)cc3[nH]2)c1
47	COc1ccc(C(=O)/C=C/c2ccccc2)cc1S(=O)(=O)Nc1cccnc1
48	Cc1ccc(C)c2c1C(=O)OC2=O

Compound	41	42	43	44	45	46	47	48
HOP-62	97	88	11	96	97	100	83	92
EKVX	197	98	43	109	89	98	94	105
RPMI-8226	5.9*	112	-45*	96	74	99	61	109
HOP-92	11	96	-2.0*	91	85	127	89	128
A549/ATCC	94	109	27	94	98	102	84	99
MDA-MB-435	69	106	-40*	109	95	116	99	114
CCRF-CEM	-28*	112	1.2*	99	88	100	77	102
M14	70	93	-52*	104	.	104	93	102

49	COc1ccc(-c2nnc(SCC(=O)Nc3nc(-c4ccccc4)cs3)o2)cc1OC
50	Nc1nc(Cl)c(C=O)c(Cl)n1
51	CNC(=O)c1cc(-c2ccc(NC(=O)Nc3ccc(N4CCN(C)CC4)c(C(F)(F)F)c3)cc2)nc2cccnc12
52	NC1=NC2(CCCCC2)N(c2ccc(S(=O)(=O)Nc3nccs3)cc2)C(N)=N1
53	Cc1cc(=O)[nH]c(SCC(=O)Nc2ccc(-c3nc4ccc([N+](=O)[O-])cc4[nH]3)cc2)n1
54	C=C1C(=O)O[C@H]2[C@H]1CC/C(CNC(=O)/C1=C/CC[C@@]3(C)O[C@H]3[C@H]3OC(=O)C(=C)[C@@H]3CC1)=C\CC[C@@]1(C)O[C@@H]21
55	CCN(CC)CCCNC(=O)c1noc2cc([N+](=O)[O-])ccc12
56	COc1cc2ncnc(Sc3nnc(NC(=O)c4ccccc4F)s3)c2cc1OC

Compound	49	50	51	52	53	54	55	56
HOP-62	88	111	-78*	112	33	94	99	100
EKVX	87	.	-74*	101	88	86	108	75
RPMI-8226	78	99	-36*	105	109	79	98	62
HOP-92	101	83	79	92	128	84	102	86
A549/ATCC	78	86	-82*	103	61	91	91	73
MDA-MB-435	99	103	-93*	107	40	96	108	87
CCRF-CEM	75	92	-15*	100	75	43	96	.
M14	87	105	-94*	106	35	95	100	83

57	COc1ccc(-c2nn(-c3cccc(Cl)c3)cc2C=C2C(=O)NC(=O)NC2=O)cc1
58	Cc1ccc(OC(=O)Cc2ccccc2)c(C(=O)c2cnc3c(c2)c(C)nn3-c2ccccc2)c1
59	Nc1nc(SCc2cccnc2)c2[nH]cnc2n1
60	CCOC(=O)c1c2ncccc2n2c(=O)n(-c3cccc(OC)c3)nnc12
61	Nc1ccc2c(c1)Cc1cc(N)c(Cl)cc1-2
62	Nc1ccc2c(c1)Cc1cc(N)c(N)cc1-2
63	NNC(=O)CCCCCC(=O)NN
64	O=C(NCCCN1CCC(N2CCCCC2)CC1)C1=Cc2cc(Br)ccc2OC1

Compound	57	58	59	60	61	62	63	64
HOP-62	101	87	93	82	109	95	102	88
EKVX	83	110	103	82	57	89	.	.
RPMI-8226	97	.	96	100	97	101	99	30
HOP-92	108	93	.	92	76	101	123	81
A549/ATCC	91	102	99	94	88	78	109	49
MDA-MB-435	93	18	103	100	94	104	103	51
CCRF-CEM	74	71	92	99	80	105	94	27
M14	99	79	101	104	107	102	106	39

65	C=C(C)[C@@H]1CC[C@]2(C(=O)NCCNCCNC(=O)OC(C)(C)C)CC[C@]3(C)[C@H](CC[C@@H]4[C@@]5(C)CCC(=O)C(C)(C)[C@@H]5CC[C@]43C)[C@@H]12
66	Fc1cnccc1C1CC(c2ccc(N3CCNCC3)cc2)=NN1 (stereo not drawn)
67	N#Cc1ccc(-c2nn3c(-c4ccccc4)nnc3s2)cc1
68	CC(=O)c1cc2ccc(COC(=O)Nc3ccc(Cl)cc3)cc2oc1=O

Compound	65	66	67	68
HOP-62	45[100 µM]	83	113	108
EKVX	53[100 µM]	91	98	91
RPMI-8226	22[100 µM]	93	109	97
HOP-92	8.1*[100 µM]	72	101	109
A549/ATCC	32[100 µM]	76	98	81
MDA-MB-435	37[100 µM]	105	95	85
CCRF-CEM	15[100 µM]	81	.	96
M14	54[100 µM]	96	110	73

From PubChem

The order is random; 13% or so of the library scored in one or more.
